Compound activity from PubChem BioAssay.
TbREL1 inh: TbREL1 RNA ligase inhibitors, primary screen, biochemical, FRET fluorescence. RNA-editing ligase 1, mitochondrial (Trypanosoma brucei brucei), P86926. TbREL1 RNA ligation. inhibition, % at 9.66 µM. 89,000 tested, 0.49% active;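 active = inhibition above the mean inhibition across all screened compounds plus 3 SD, cut at about 11% in these data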;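 note: 0% = plate median of test wells and 100% = NSC42067 control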
Target sequence (P86926 whole entry, looked up): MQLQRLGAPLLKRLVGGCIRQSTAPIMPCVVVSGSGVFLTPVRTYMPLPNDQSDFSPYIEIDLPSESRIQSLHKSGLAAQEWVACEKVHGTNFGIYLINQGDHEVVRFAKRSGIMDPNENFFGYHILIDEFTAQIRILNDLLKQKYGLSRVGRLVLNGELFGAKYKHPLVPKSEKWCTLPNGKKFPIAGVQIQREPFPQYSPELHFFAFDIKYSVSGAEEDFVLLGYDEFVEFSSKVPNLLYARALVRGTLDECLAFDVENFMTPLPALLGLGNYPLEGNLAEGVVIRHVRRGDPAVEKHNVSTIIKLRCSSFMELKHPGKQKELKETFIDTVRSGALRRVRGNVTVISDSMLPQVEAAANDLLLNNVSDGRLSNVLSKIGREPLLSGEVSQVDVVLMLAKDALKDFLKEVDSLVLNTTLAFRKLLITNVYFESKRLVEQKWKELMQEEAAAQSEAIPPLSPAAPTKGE
Numbers without * were called inactive.

SMILES	TbREL1 inh
COc1ccc(CN(C)C(=O)c2ccc(NS(=O)(=O)c3ccc4[nH]c(=O)[nH]c4c3)cc2)c(OC)c1OC	-3
COc1ccc(S(=O)(=O)N2CCC3(CC2)OCCO3)cc1	-2
CC12CC(NC(=O)N1c1cccc(C(=O)NCc3ccc4c(c3)OCO4)c1)c1cc(Cl)ccc1O2 (stereo not drawn)	-2
CCN1C(=O)[C@H]2[C@@H](c3ccc(-c4ccc(OC)cc4)cc3)N3CCC[C@@]3(C(=O)OC)[C@H]2C1=O	-4
CCCCn1c(SCC(=O)Nc2cc(C)on2)nc2ccsc2c1=O	7
Cn1c(C(=O)OC(C(=O)NCC2CCCO2)c2cccnc2)cc2sccc21 (stereo not drawn)	2
CCc1ccc2oc(=O)cc(CN3CCCCC3C)c2c1 (stereo not drawn)	1
O=C(CCC(=O)CCN1CCCCC1)CCN1CCCCC1	0
COc1ccc(S(=O)(=O)Nc2cc([N+](=O)[O-])ccc2OC)cc1	2
CC(C)(C)OC(=O)N1CCC(N[C@@H](Cc2ccccc2)C(=O)NCCc2c[nH]c3ccccc23)(C(=O)NC2CCCCC2)CC1	-5
CC(=O)Nc1ccc(S(=O)(=O)N(C#N)c2nc(C)cc(C)n2)cc1	0
CCOc1ccc(NC(=O)CSc2nncc(=O)n2N)cc1	11*
O=C(N=C1SC2CS(=O)(=O)CC2N1c1ccccc1C(F)(F)F)C1CCCO1 (stereo not drawn)	-1
CCSc1nnc2c(n1)OC(c1ccc(C(=O)O)cc1)N(C(C)=O)c1ccccc1-2 (stereo not drawn)	0
O=C(NCCCN1CCOCC1)c1cc2ccccc2cc1O	-2
CCOCCCn1c(C)nc2c[n+](CC(=O)c3ccc4ccccc4c3)cc(Br)c21	2
N#Cc1cc2ccccc2nc1SCC(=O)Nc1ccccc1N1CCOCC1	0
Cc1cc(C(=O)N/N=C/c2cccs2)n[nH]1	-3
COc1ccc(NC(=O)C(C)(C)Oc2ccc(Cl)cc2)cn1	5
O=C(NCc1ccc(C(=O)N2CCCN(Cc3ccccc3)CC2)cc1)c1cccc(Br)c1	0

Exported with the structure last: part of the list above
| TbREL1 inh | mol |
| --- | --- |
| 1 | CCc1ccc2oc(=O)cc(CN3CCCCC3C)c2c1 (stereo not drawn) |
| -2 | COc1ccc(S(=O)(=O)N2CCC3(CC2)OCCO3)cc1 |
| -2 | O=C(NCCCN1CCOCC1)c1cc2ccccc2cc1O |

The main list resumes, starting 5 compounds before the break.
SMILES	TbREL1 inh
CCOCCCn1c(C)nc2c[n+](CC(=O)c3ccc4ccccc4c3)cc(Br)c21	2
N#Cc1cc2ccccc2nc1SCC(=O)Nc1ccccc1N1CCOCC1	0
Cc1cc(C(=O)N/N=C/c2cccs2)n[nH]1	-3
COc1ccc(NC(=O)C(C)(C)Oc2ccc(Cl)cc2)cn1	5
O=C(NCc1ccc(C(=O)N2CCCN(Cc3ccccc3)CC2)cc1)c1cccc(Br)c1	0
CCc1cccc(C)c1NC(=O)C1CCCO1 (stereo not drawn)	-2
CSc1ncccc1C(=O)OCC(=O)NC1CCC(C)CC1 (stereo not drawn)	4
O=[N+]([O-])c1cc(S(=O)(=O)NCCc2ccccn2)ccc1Cl	3
O=C(NCc1ccccc1)N[C@@H](Cc1ccccc1)C(=O)O	0
Cc1nn(-c2ccccc2)c(C)c1C(=O)Oc1ccccc1	-1
CCCCN(CC)c1nc(-c2ccncc2)nc2ccccc12	6
Cn1c(=O)c2cc(NC(=O)NCc3ccccc3)ccc2n1Cc1ccc(Cl)cc1	5
COC(=O)[C@]1(Cc2ccccc2)N[C@H](CN(C)S(=O)(=O)c2ccc(C(F)(F)F)cc2)[C@@H]2C(=O)N(Cc3ccccc3)C(=O)[C@@H]21	2
NC(=O)NC(=O)CN1C(=O)NC2(CCOc3ccccc32)C1=O (stereo not drawn)	4
O=C1NC(c2cccs2)Nc2sc3c(c21)CCCC3 (stereo not drawn)	0
CC(c1ccccc1)n1cc(C(=O)N2CCCN(Cc3ccccc3)CC2)nn1 (stereo not drawn)	-3
CCO[C@@H]1OC(C(=O)O)=C[C@H](C2CC2)[C@H]1CCCO	0
CCOC(=O)C1=C(COC(=O)/C=C/c2cccc(F)c2)NC(=O)NC1C (stereo not drawn)	-1
Cc1ccc(S(=O)(=O)Nc2cc(=O)[nH]c(SCC(=O)Nc3ccccc3C(F)(F)F)n2)cc1	-2
COc1cccc2c3c(c(C)nc12)CCN3c1ccccc1	1
O=C(Cc1c(F)cccc1Cl)Nc1ccccc1-c1ccccc1	1
O=C1c2cccnc2C(O)N1Cc1ccc(F)cc1 (stereo not drawn)	0
COc1cccc2cc(-c3csc(CCn4nc(C)cc4C)n3)c(=O)oc12	-1
CNc1nc(Nc2ccc(Br)cc2)nc(N)c1[N+](=O)[O-]	2
Cc1cc(NC(=O)CSc2nnc(-c3ccoc3C)n2N)no1	2

Following part:
SMILES	TbREL1 inh
COc1ccc(N2CCN(CCNS(=O)(=O)c3ccc(F)cc3)CC2)cc1	-7
CC1(OC(=O)C2CCCC2)C(=O)C=C2C=C(c3ccsc3)N(CC3CC3)C=C2C1=O (stereo not drawn)	-3
Cc1sc2ncnc(SCC(=O)Nc3cccc(S(N)(=O)=O)c3)c2c1C	-2
O=C(CSc1nc2ccccc2c(=O)n1CCCN1CCOCC1)Nc1ccc(F)c(Cl)c1	0
CCOC(=O)C1=C(NC(=S)NC(=O)c2ccccc2)c2ccccc2CC1(C)C	4
COc1ccc(CCN2CC(O)=C(c3nc(C)cs3)C2=N)cc1OC	-5
c1ccc(CCNCCCOc2cccc3ccccc23)cc1	12*
Cc1c(S(=O)(=O)Nc2ccc(Oc3ccccc3)cc2)c(=O)n(C)c(=O)n1C	-4
COc1ccccc1NC(=O)CN1C(=O)NC(C)(C)C1=O	1
CCOc1ccc(-c2nnc3ccc(SCC(=O)N4CCCCC4)nn23)cc1	-2
Brc1ccc(-c2nnc(-c3ccccc3)o2)o1	1
COc1cc2c(cc1/C=C/C(=O)O)OC(C)C2 (stereo not drawn)	-2
CCN1CCN(c2ccc(S(=O)(=O)N3CCCCC3)cc2N)CC1	-1
Cc1cc(OCC(=O)N(Cc2ccccc2)C2CCS(=O)(=O)C2)ccc1Cl (stereo not drawn)	3
CC(C)n1cnnc1SCC(=O)Nc1cccc(S(=O)(=O)N(C)c2ccccc2)c1	2
COc1ccc(NS(=O)(=O)c2cccc(C(=O)NNC(=O)c3ccc(NC(C)=O)cc3)c2)cc1	-2
CCOc1ccc(-n2c(C)cc(C(=O)CCl)c2C)cc1	-1
CN(C)C(=O)CSc1nnc(CCCCCNC(=O)OC(C)(C)C)o1	3
CSc1nsc(SC)c1C(=O)Nc1ccc(C(C)(C)C)cc1	2
COC(=O)c1ccc(OC(=O)CCS(=O)(=O)c2ccc(C)cc2)cc1	5

Continued.
SMILES	TbREL1 inh
O=S(=O)(Nc1cccc(CCc2ccccn2)c1)c1ccc(Cl)cc1	5
CCOC(=O)c1cccc(N2C(=O)C3C(C2=O)C2C=CC3C23CC3)c1 (stereo not drawn)	-2
Cc1cc(C)c(C)c(OCC(=O)NCC2CCCO2)c1 (stereo not drawn)	-2
CCN1CCN(C(C(=O)NC2CCCC2)c2ccc(Cl)cc2)CC1 (stereo not drawn)	-2
CC1OC(COCc2ccccc2)Cc2[nH][nH]c(=O)c21 (stereo not drawn)	-3
Cc1ccccc1N1Cc2ccccc2C1=O	1
COC(=O)c1sccc1-n1cccc1C(=O)C(=O)N1CCCCC1	0
O=C(Nc1ccc2c(c1)CCC2)c1ccc(F)cc1	-1
c1ccc2[nH]c(SCCN3CCOCC3)nc2c1	7
COc1cc(/C=C/C(=O)O)cc(S(=O)(=O)Nc2ccc3[nH]c(=O)[nH]c3c2)c1OC	0
C[C@H](O)[C@@H]1C(=O)N2CCc3c([nH]c4ccccc34)[C@@H]2C[C@@H]1N(C)Cc1ccc(Cl)cc1	-2
C=CC[C@H](CC(=O)N(CCO)Cc1ccccc1)C(=O)N[C@H](COC(=O)[C@@H](CC=C)Cc1ccc(F)cc1)C(C)(C)C	-2
COc1cccc(C(=O)Nc2ncc3c(n2)CC(C)CC3=O)c1 (stereo not drawn)	0
Cc1cc(NC(=O)CSc2nnc(C3COc4ccccc4O3)o2)no1 (stereo not drawn)	3
COc1ccc(S(=O)(=O)N2CCCCC2)cc1NC(=O)Cc1ccsc1	1
COc1ccc(/C(O)=C2/C(=O)C(=O)N(CCCC(=O)O)C2c2ccc(OC)cc2)cc1 (stereo not drawn)	2
Nc1nc(Nc2ccc(Cl)cc2)nc2ccccc12	5
O=C(NCc1cccnc1)Nc1cccc(Cl)c1	3
COc1ccc(C)cc1NC(=O)CN1C(=O)C(=O)N(C2CCCC2)C1=O	2
CC1N(O)C(c2ccc(Cl)cc2Cl)N(O)C1(C)C (stereo not drawn)	-1

New compounds follow:
SMILES	TbREL1 inh
O=C(COc1ccc(Br)cc1)NC1CC1	-3
Cc1cc(=O)oc2cc(OCC(=O)NC3CCN(Cc4ccccc4)CC3)ccc12	3
O=C(Nc1nc2ccccc2s1)C1CCCO1 (stereo not drawn)	0
CCCCc1cc(=O)oc2cc(C)cc(OCC(=O)O)c12	1
COc1ccc2[nH]c3c(c2c1)CCN1C(=O)C(CC(=O)NCCC2=CCCCC2)C[C@H](C(=O)N2CCOCC2)[C@@]31C (stereo partly drawn)	-4
Cc1nn(-c2ccccc2)c(Cl)c1/C=C(\CC(=O)O)c1nc2ccccc2s1	3
Cn1ccnc1C1CCCCN1Cc1nc(Cc2ccccc2F)no1 (stereo not drawn)	-3
Cc1ccc(NC(=O)CS(=O)(=O)c2cn(CC(=O)N3CCOCC3)c3ccccc23)cc1	-2
COc1ccc(C(=O)Oc2cc(OC)cc(OC)c2C(C)=O)cc1	0
COc1ccc(NC(=O)CCCN2C(=O)C(c3ccccc3)Oc3cccnc32)c(OC)c1 (stereo not drawn)	0
O=C1NC[C@H](Cc2ccc(O)cc2)N(C[C@@H]2CCCN2C[C@H](Cc2ccccc2)N2C[C@H](Cc3ccc(O)cc3)N(CC3CCCCCC3)C(=O)C2=O)C1=O	-2
Cc1ccccc1-n1nc(C)c2cc(C(=O)NC3CC3)sc21	-2
Cc1csc(NC(=O)CSc2nnc(-c3cccs3)n2C)n1	1
CCOc1ccc(-c2noc(CCCC(=O)NC3CCCC3)n2)cc1OC	0
COc1ccc(N2CCc3c(C)nc4c(OC)cc(OC)cc4c32)c(OC)c1	2
O=C(Nn1c(O)c(C=C2N=c3ccccc3=N2)sc1=S)c1ccccc1	1
CCN(CC)C(=O)c1nc[nH]c1C(=O)N(CC)CC	2
COc1ccc(-c2c(C)cc3oc(=O)cc(-c4ccccc4)c3c2C)cc1C=O	-1
CCn1c(=O)n2n(c1=O)[C@]1(C=C(C)C2)CN(Cc2ccc(OC)cc2OC)C(NC(=O)c2ccccc2)=N1	-5
Cc1ccc2c(c1)NC(=O)C(CC(=O)NCCCN1CCCCC1)O2 (stereo not drawn)	2

More compounds follow:
SMILES	TbREL1 inh
O=C(O)C1C2C=CC(C2)C1C(=O)N1CCN(CCO)CC1 (stereo not drawn)	-1
CN(C(=O)c1cccc(NC(=O)Cc2cccc(NC(=O)C3CCN(C(=O)c4ccccc4)CC3)c2)c1)C1CCCC1	-2
CC(NC(=O)Cc1cccs1)c1ccncc1 (stereo not drawn)	7
O=c1[nH]c(C2CCN(S(=O)(=O)Cc3ccccc3)CC2)nc2c1nnn2Cc1ccccc1Cl	4
COC(=O)C[C@@H]1CC[C@H]2[C@H](COc3ccc(NC(=O)c4cccc(C(F)(F)F)c4)cc3C(=O)N2C)O1	-4
Nc1nc(-c2ccc(Cl)cc2)c(N=Nc2ccc(S(=O)(=O)N3CCOCC3)cc2)s1	2
C/C(=N/NS(=O)(=O)c1cc(C)ccc1C)c1ccncc1	-1
CCC(C)N=CC1=C(O)CC(c2ccccc2)CC1=O (stereo not drawn)	-2
CCCN(CC1CCCO1)C(=O)c1cc(COc2cccc(OC)c2)on1 (stereo not drawn)	-3
CCOC(=O)c1sc2nccc(N(C)C)c2c1N=CNOC	-1
Cc1c(Cl)c(-c2n[nH]c(=S)n2Cc2ccco2)nn1C	-4
O=C(c1ccc2ccccc2c1)c1cccc(F)c1C(=O)O	6
O=C(CC(NCCN1CCOCC1)C(=O)O)Nc1cccc(Cl)c1 (stereo not drawn)	6
COc1cc(OC)c(OC)cc1/C=N/NC(=S)NCCN1CCOCC1	-4
Cn1c(=O)c(=O)n(C)c2cc(S(=O)(=O)CCC(=O)N3CCOCC3)ccc21	2
CCc1nc2ccc(C(=O)NCCN(C)C)cn2c1N(CC)CCOC	1
O=C1CC(NCc2ccccc2F)C(=O)N1c1ccccc1 (stereo not drawn)	0
O=C(Nc1ccc2c(c1)OCO2)C1CCCN1C(=O)NCc1ccccc1 (stereo not drawn)	-2
CCCCn1c(N)c(N(Cc2ccccc2OC)C(=O)c2c(CC)noc2C)c(=O)[nH]c1=O	-3
COc1ccc(NC(=S)NN2CCOCC2)cc1OC	-2
COCCN(Cc1ccccc1)C(=O)Cc1ccc(S(=O)(=O)N2CCOCC2)s1	-2
COC(=O)C1=CN(c2ccc(Oc3ccccc3)cc2)C(N)=C(C#N)C1c1ccccc1 (stereo not drawn)	-6

Only part of the results is shown; count on the stated rates, not on these rows.
